Compound activity: PubChem, several laboratories
Rab7 wt modul = alters GTP binding to wildtype dog Rab7. GST-Rab7 beads, fluorescent GTP binding, flow cytometry; actives lie on both sides; untreated = 100%, excess cold GTP = 0%. GTP binding activity (percent of control), % at 10 µM. 0.055% of 190,000 active. AID 758;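 active = fluorescent GTP binding to Rab7 beads changed by at least 20 points from the 100% baseline, either direction, mostly lower; inconclusive = compound itself probably fluorescent, or too few beads counted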;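 note: median green fluorescence of bound Bodipy-FL-GTP per Rab7 bead population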
Mcl1-Noxa inh = Mcl-1/Noxa interaction inhibition | 1.5% of 220,000 active | inhibition, % at 21.7 µM | TR-FRET Mcl-1/Noxa peptide binding, 2 h | AID 1022;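 active = compounds that cut the protein-peptide binding signal by more than 50% relative to plate controls in a single-dose test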;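 note: His-tagged Mcl-1 with rhodamine Noxa BH3 peptide and terbium anti-His antibody; 0% = Mcl-1 plus Noxa peptide wells and 100% = peptide-only wells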
Target sequence (Q07820 whole entry, looked up): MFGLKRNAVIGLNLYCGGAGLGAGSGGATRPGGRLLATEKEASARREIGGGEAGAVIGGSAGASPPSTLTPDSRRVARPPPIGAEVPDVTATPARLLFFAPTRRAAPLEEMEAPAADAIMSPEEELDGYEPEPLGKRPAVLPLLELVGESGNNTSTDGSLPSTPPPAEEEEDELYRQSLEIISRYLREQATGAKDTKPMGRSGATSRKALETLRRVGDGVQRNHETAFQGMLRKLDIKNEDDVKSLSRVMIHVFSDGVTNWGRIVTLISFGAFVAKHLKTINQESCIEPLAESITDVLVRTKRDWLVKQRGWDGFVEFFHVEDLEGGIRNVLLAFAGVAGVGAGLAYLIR
HRas wt GTP bind = changes GTP binding to wildtype human HRas | 0.14% of 190,000 active | GST-Ras wt beads, Bodipy-FL-GTP binding, flow cytometry; actives lie on both sides | P01112 | GTP binding activity, % at 10 µM;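 active = GTP binding activity at least 20% away from the 100% baseline, either lowered as inhibitor or raised as activator; inconclusive = flagged as likely green fluorescent, judged across all proteins in the well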;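 note: 0% = unlabeled GTP competition control and 100% = no-compound control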
Cdc42 wt = human Cdc42 wildtype GTP binding change, either direction; P60953; GST-Cdc42 beads, Bodipy-GTP binding, flow cytometry; actives lie on both sides; percent activity (GTP binding), % at 10 µM; 0.2% of 190,000 active; AID 761;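 active = percent activity GTP binding at least 20 points away from the 100% baseline, either down as inhibitor or up as activator; inconclusive = compound flagged as likely green fluorescent from well-wide comparison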;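 note: median bead fluorescence of bound Bodipy-FL-GTP at 100 nM; 0% = excess unlabeled GTP control and 100% = no compound control; below 100% means less GTP binding so inhibitor and above means activator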
Target sequence (P60953 whole entry, looked up): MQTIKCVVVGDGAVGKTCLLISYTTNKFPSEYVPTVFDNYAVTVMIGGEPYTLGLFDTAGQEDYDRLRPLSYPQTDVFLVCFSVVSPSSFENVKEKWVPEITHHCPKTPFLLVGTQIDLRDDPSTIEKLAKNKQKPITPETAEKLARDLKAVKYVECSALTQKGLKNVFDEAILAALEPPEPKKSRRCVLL
Rac1 wt modul = modulators of human Rac1 wildtype GTP binding; 0.27% of 190,000 active; GTP binding activity (% of control), % at 10 µM; AID 757; GST-Rac1 beads, fluorescent GTP binding, flow cytometry; actives lie on both sides; 0 = cold GTP competed, 100 = untreated;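 active = GTP binding activity at least 20 points away from the 100% control level, either lower or higher; inconclusive = compound flagged as likely green fluorescent, judged across all proteins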
Pf gametocyte = P. falciparum stage V gametocyte viability inhibition; inhibition, % at 10.9 µM; AID 743093; P. falciparum stage V gametocytes, ATP luminescence, 24 h; 0.065% of 150,000 active;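 active = inhibition above the mean plus 3 SD of compounds within the control limits, set per campaign, cut at about 38% in these data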;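 note: 0% = DMSO wells and 100% = medium only without gametocytes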
Bim-Mcl-1 = human Bim-Mcl-1 interaction inhibition; inhibition, % at 10 µM; Q07820; Bead-based flow cytometry, Bim peptide-Mcl-1 binding; 0.1% of 190,000 active; AID 1009; in the data active = inhibition above about 40%;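 note: 0% = no compound tracer wells and 100% = peptide blocker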
RGS8-Gao = human RGS8-Galphao interaction regulation. multiplexed bead flow cytometry, RGS8-Galphao binding; actives lie on both sides. response (percent of control binding), % at 10 µM. 0.34% of 220,000 active; in the data active = response below about 60% or above about 140%; inactive = in between;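 note: Galphao activated as the GDP aluminium fluoride complex binding bead-coupled RGS8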
Target sequence (P09471 whole entry, looked up): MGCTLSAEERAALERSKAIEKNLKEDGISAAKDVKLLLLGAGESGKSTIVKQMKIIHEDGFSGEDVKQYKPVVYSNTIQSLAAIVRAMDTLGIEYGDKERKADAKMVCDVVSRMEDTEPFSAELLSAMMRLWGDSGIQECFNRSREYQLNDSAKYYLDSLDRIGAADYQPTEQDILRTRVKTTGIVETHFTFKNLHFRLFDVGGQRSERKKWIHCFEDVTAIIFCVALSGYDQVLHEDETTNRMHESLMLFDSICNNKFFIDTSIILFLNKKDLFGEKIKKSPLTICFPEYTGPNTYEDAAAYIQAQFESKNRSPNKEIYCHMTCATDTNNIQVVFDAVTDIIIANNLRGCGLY
Mcl1-Bid inh = Mcl-1/Bid interaction inhibition; Q07820; TR-FRET Mcl-1/Bid-Dy647 peptide binding, 1536-well; inhibition, % at 21.7 µM; 0.97% of 220,000 active; AID 1021;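 active = compounds that cut the binding signal by more than half at the single screening dose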;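 note: His-tagged Mcl-1 with europium anti-His antibody binding Bid BH3 peptide; 0% = Mcl-1 plus peptide wells and 100% = peptide-only wells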
Rab2 wt GTP = changes GTP binding to wildtype dog Rab2A, up or down; P61105; GST-Rab2 wt beads, Bodipy-GTP binding, flow cytometry; GTP binding activity, % at 10 µM; 0.19% of 190,000 active; AID 760;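 active = GTP binding activity at least 20 points away from 100%, either lowered or raised; inconclusive = signal likely due to the compound's own green fluorescence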;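 note: 0% = beads with excess unlabeled GTP and 100% = no-compound control corrected for plate trend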
Rac1 act GTP bind = alters GTP binding to activated mutant human Rac1; percent activity (GTP binding), % at 10 µM; GST-Rac1 activated beads, fluorescent GTP binding, flow cytometry; actives lie on both sides; 100% means binding = to untreated wells; 0.11% of 190,000 active;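 active = GTP binding at least 20 percentage points away from the 100% baseline, in either direction, so actives lie on both sides; inconclusive = Compound likely fluorescent itself, or too few beads counted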
* = called active by the depositor; ? = inconclusive; / = no result given.

SMILES	Rab7 wt modul	Mcl1-Noxa inh	HRas wt GTP bind	Cdc42 wt	Rac1 wt modul	Pf gametocyte	Bim-Mcl-1	RGS8-Gao	Mcl1-Bid inh	Rab2 wt GTP	Rac1 act GTP bind
O=C(CCNS(=O)(=O)c1ccc(Br)s1)NCc1ccccc1Cl	95	2	98	96	101	-21	2	98	-28	99	96
COc1ccc(C2CC(=O)C(C=NCCN3CCN(C(=S)Nc4ccccc4)CC3)=C(O)C2)cc1OC (stereo not given)	102	5	102	104	102	-11	-1	98	-33	101	99
CC(C)Oc1ccc(/C(O)=C2/C(=O)C(=O)N(CCN(C)C)C2c2cccs2)cc1 (stereo not given)	96	0	100	101	104	/	-2	103	-22	101	100
O=C(NC1CCCC1)C(c1ccco1)N(Cc1ccccc1)C(=O)c1csnn1 (stereo not given)	?	/	?	?	?	-8	-8	105	-3	?	?
Cc1ccc(C(=O)NNc2cc(N3CCCC3)nc(N3CCCC3)n2)cc1	100	-1	99	100	101	/	10	100	-78	97	96
O=C(Cn1c(C(F)(F)F)nc2ccccc21)c1ccc(Br)cc1	99	-11	100	98	99	8	0	90	-2	99	98
CCOc1cc(-c2nc(C)c(C(C)=O)n2O)ccc1OCC(=O)Nc1ccccc1	91	30	93	90	94	-1	-5	103	-37	91	90
Cc1ccc(-n2c(SCC(=O)NCCN3C(=O)CSC3=O)nnc2-c2cccc(C)c2)cc1	105	-3	104	99	105	/	-3	101	-28	103	97
CCOc1ccc(Nc2c3c(nc4ncnn24)CC(C)CC3)cc1 (stereo not given)	91	/	93	95	92	3	0	99	-4	92	91
Oc1ccc(CN2CCCc3ccccc32)c2cccnc12	99	27	99	100	100	/	1	99	-46	97	95
CS(=O)(=O)N1CCCC(C(=O)NCCCN2CCC(Cc3ccccc3)CC2)C1 (stereo not given)	97	-7	101	103	106	/	0	104	-25	97	101
Cc1nn(C)c(C)c1CN(C)C(=O)c1nn2c(c1Br)NC(c1cccs1)CC2C(F)(F)F (stereo not given)	97	12	102	100	104	14	-2	102	-10	101	101
CCn1c(COc2ccccc2)nnc1SCC(=O)Nc1ccc2c(c1)OCCO2	100	12	99	103	107	/	-7	96	8	100	100
Cc1cccc(N=Cc2cc3c(cc2[N+](=O)[O-])OCO3)c1	96	-3	102	103	101	/	0	98	-80	105	101
COc1ccc(-c2cc(C(=O)Nc3cnn(Cc4ccccc4C)c3)no2)cc1OC	97	9	101	100	100	/	0	100	3	98	98
CCCCCC1CC(=O)N(Cc2ccc(Cl)cc2)C(=O)N1 (stereo not given)	92	2	97	97	94	/	0	102	-9	94	97
CN1CCN(Cc2cccc(Oc3ccc(Cl)cc3)c2)CC1	101	27	100	99	97	-11	-1	110	67*	99	96
COC(=O)c1c(C)oc2ccc(N(C(=O)Oc3ccccc3)S(=O)(=O)c3ccc(Cl)c([N+](=O)[O-])c3)cc12	99	-17	98	103	102	/	-5	98	-40	98	101
CCCCN1CN(S(=O)(=O)c2cccs2)c2nc3ccccc3nc21	?	11	?	?	?	/	-1	103	-33	?	?
O=C(N/N=C/c1c[nH]c2ccccc12)c1ccn(Cc2ccc(Cl)cc2)n1	90	/	93	95	89	11	0	100	-8	91	93
CCN1C(=O)/C(=C/c2ccc(C)s2)SC1=Nc1ccc(OC)cc1	93	/	95	96	92	/	-1	120	-17	92	90
Cc1ccc(C(NC(=O)c2ccccc2)C(Cl)(Cl)Cl)cc1 (stereo not given)	105	2	99	101	105	-12	-3	103	5	99	98
CS(=O)(=O)N1CCN(c2ccc(NC(=O)Cc3ccccc3)cc2)CC1	104	8	99	99	100	/	0	100	-30	103	96
CC(C)(C)c1cc(C(C)(C)C)cc(S(=O)(=O)CCc2ccccn2)c1	97	-4	100	101	106	/	-3	99	-12	98	99
COc1ccc(N2C(=O)CC(SCCc3nc4ccccc4[nH]3)C2=O)cc1 (stereo not given)	98	11	98	99	100	/	-1	105	-4	96	99
COc1ccc(CCN(C(=O)C(F)(F)F)C(C(=O)NC2CCCC2)c2cccs2)cc1OC (stereo not given)	94	-3	97	96	97	-5	-1	95	6	95	94
CCCCC(=Nc1ccc(N)cc1)C1=C(O)C(C(=O)OC)C(C)(C)CC1=O (stereo not given)	95	14	94	96	94	15	0	95	-39	94	94
Cc1[nH]n(-c2cccc(Cl)c2)c(=O)c1-c1ccc(Cl)cc1	102	3	100	99	103	14	0	100	-30	102	96
COc1ccccc1NC(=O)N1CCC(c2nc3cc(C)c(C)cc3[nH]2)CC1	101	5	101	96	99	/	0	104	1	98	97
Cc1ccc(S(=O)(=O)N(C)C)cc1NC(=O)C1CCCC1	100	24	99	103	101	/	-1	105	-51	99	98
C=C(C)CNC(=S)N/N=C/c1c(F)cccc1F	95	11	97	100	97	0	-1	99	-34	99	95
Cn1c(SCC(=O)C(C)(C)C)nnc1-c1cccnc1	98	13	103	107	110	5	2	118	-34	101	104
CCOC(=O)c1[nH]ncc1CN1CCN(Cc2ccc(C)cc2)C(CCO)C1 (stereo not given)	104	6	100	101	100	7	0	104	-9	98	98
CCONc1ncnc2nonc12	98	14	101	101	106	/	0	101	3	100	101
NC(=O)CC1C(=O)N(c2ccc(F)cc2)C(=O)N1NC(=O)CCc1ccccc1 (stereo not given)	96	11	97	96	101	-8	-3	102	-10	98	99
CCCCOC(=O)Nc1cccc(Cl)c1C	103	7	103	105	106	0	-1	101	0	103	105
COCC(=O)n1nc(-c2ccccc2)nc1NCc1ccc(N(C)C)cc1	109	23	95	95	97	17	2	100	-28	101	95
Cc1ccc(NC(=O)Cn2c(=O)cnc3ccccc32)cc1S(=O)(=O)N(C)C	97	17	99	100	99	9	-1	103	7	97	97
N#C/C(=C1/CCCCCN1)c1nc2ccccc2s1	105	3	108	107	110	/	-1	97	98*	104	101
O=C(Nc1ccc2c(c1)OCCO2)c1cccs1	98	1	99	97	101	12	-5	101	-17	99	100
O=C(NNC(=O)[C@@H]1CCCC[C@@H]1C(=O)O)c1cccs1	96	0	97	99	103	/	-3	102	-4	97	98
O=C(/C=C/c1ccccc1)N1CCN(C(=O)c2ccco2)CC1	99	-12	101	100	102	13	-4	105	-6	100	101
COc1cc(CCN2C(=O)c3cccc4cccc(c34)C2=O)c(S(=O)(=O)NCCCO)cc1OC	99	5	100	104	108	/	0	101	6	102	100
Cn1c(=O)[nH]c(=O)c2c1nc(N(CCO)Cc1ccccc1)n2CCCc1ccccc1	99	16	102	101	103	/	-5	101	-17	100	99
CCCCCC(=O)Nc1cc(N(C)C)nc2ccccc12	98	/	93	95	96	3	3	96	/	98	97
CC(C)OCCCNC(=O)CN1C(=O)CC(C)(C)S(=O)(=O)c2ccccc21	101	8	105	103	108	/	0	101	2	103	104
N#C/C(=C\c1ccccc1)C(=O)NCCN1CCOCC1	93	10	99	100	97	-16	-2	97	-8	97	100
Cc1sc(NC(=O)c2cccnc2)nc1-c1ccccc1	101	16	97	94	98	/	-2	102	-31	97	96
CCOC(=O)CSc1nnc(CNC(=O)c2cccc(C)c2)n1C	97	-8	96	97	97	/	0	104	-3	98	94
Cn1c(=O)c2c(nc(Br)n2CCSc2nc3ccccc3o2)n(C)c1=O	96	12	101	103	103	8	0	107	-14	95	97
COc1ccc(-c2csc3[nH]c(=S)n(-c4ccccc4)c(=O)c23)cc1OC	98	27	97	97	94	1	-3	107	-69	95	96
CCn1c(C)cc(/C=C2\NC(=O)N(Cc3ccc(Cl)cc3)C2=O)c1C	104	83*	101	103	105	/	0	101	90*	102	100
COc1ccc(C(=O)NCCc2cc3ccc(C)c(C)c3[nH]c2=O)cc1OC	?	-2	?	?	?	18	0	109	-12	?	?
CN(C(=O)COC(=O)CNS(=O)(=O)/C=C/c1ccccc1)C1CCS(=O)(=O)C1 (stereo not given)	99	-4	101	104	104	5	-5	101	-17	100	99
CCC(=O)Nc1ccccc1C(=O)OCC(=O)Nc1ccc(S(N)(=O)=O)cc1	93	10	95	97	94	/	-2	99	-14	96	96
CN(C(=O)C1CCCN(S(=O)(=O)c2cccc([N+](=O)[O-])c2)C1)C1CCS(=O)(=O)C1 (stereo not given)	94	0	96	99	99	-33	-3	103	2	98	96
COc1cc(NC(=O)Cn2ccsc2=N)c(C)cc1[N+](=O)[O-]	103	-8	98	97	97	-22	2	98	-4	98	98
O=C(COC(=O)C12CC3CC(CC(C3)C1)C2)N1CCN(S(=O)(=O)c2ccccc2)CC1	97	0	102	103	101	-20	-3	98	-23	103	99
CSc1ncc(CO)n1Cc1ccccc1	105	17	101	96	101	31	-2	96	2	99	97
CC1CC(c2ccccc2)n2nc(NC(=O)c3ccco3)nc2N1 (stereo not given)	101	-1	100	97	97	/	-1	101	4	100	93

(continued)
SMILES	Rab7 wt modul	Mcl1-Noxa inh	HRas wt GTP bind	Cdc42 wt	Rac1 wt modul	Pf gametocyte	Bim-Mcl-1	RGS8-Gao	Mcl1-Bid inh	Rab2 wt GTP	Rac1 act GTP bind
O=C(O)c1ccccc1C(=O)Nc1ccc(S(=O)(=O)NC2CCCCC2)cc1	105	12	101	103	102	16	0	105	-22	102	101
COc1ccccc1NC(=O)N1CCCC1C(=O)NC1CCCCC1 (stereo not given)	100	1	98	104	106	/	0	93	-19	100	96
CCOC(=O)c1cnn(-c2ccccc2)c1-n1cccc1C(=O)C(=O)Nc1ccc(OC)cc1	94	1	99	98	95	-11	-3	93	5	95	99
Cn1/c(=N/NC(=O)c2ccccc2Br)sc2ccccc21	91	1	95	94	99	-12	7	103	1	94	94
O=C(Nc1cc(S(=O)(=O)Nc2ccc(Cl)cc2)ccc1N1CCCCC1)c1ccc(F)cc1	94	-12	97	95	97	-8	0	92	15	98	95
CC(=O)c1ccc(NC(=O)CCSCCC(=O)Nc2ccc(C(C)=O)cc2)cc1	104	7	102	102	104	-8	1	93	-34	100	100
CC(C)N1C(=O)C2ON(c3ccccc3)C(c3cccs3)C2C1=O (stereo not given)	101	6	103	100	104	/	-4	97	-16	101	97
CN(Cc1ccno1)Cc1cn(C)nc1-c1ccc(Oc2ccccc2)cc1	91	-1	93	93	96	0	-2	103	-8	94	92
Cc1cccc(CCNC(=O)CC2C(=O)NCCN2CC2CCCCC2)n1 (stereo not given)	103	-1	100	98	99	-3	-2	99	-30	99	96
C/C(CC(=O)NCc1ccco1)=N\NC(=O)C(c1ccccc1)c1ccccc1	102	4	98	100	100	/	-3	99	-5	97	95
